JMJD2E inh = inhibitors of human JMJD2E histone demethylase. B2RXH2. JMJD2E catalytic domain, FDH-coupled NADH fluorescence (FDH is formaldehyde dehydrogenase). 230,000 compounds, 1.6% hits. Potency, µM (doses to about 57.1 µM), without a hit: top-dose activity change, negative = inhibition, usual class: inhibitors; active = well fitted inhibition curve with a large enough effect, not every such curve was filed as active; inconclusive = small, poorly fitted or top-dose-only effect, or another doubt; inactive = no such curve, though single readings can be large or run the other way;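 also: 0% = wells with enzyme and -100% = buffer wells without enzyme; nearly all actives have a fitted effect of over 50% in size; many of its hits are not listed in these tables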
Tau fibril FP = blocks human tau fibril formation measured by polarization | 280,000 compounds, 0.39% hits | K18 P301L tau heparin fibrillization, Alexa594 FP, 6 h | Potency, µM (doses to about 57.7 µM), for the others: top-dose activity, negative = inhibition, actives largely listed as inhibitors; also: nearly all actives have a fitted effect of over 55% in size
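Recombinant K18 P301L […], labeled with Alexa 594 at 0.24 uM over 15 uM unlabeled; heparin inducer 20 uM final; 37 C, 6 hr; FP endpoint.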
GoLoco inh red = blocks human Gai1 binding to RGS12 GoLoco peptide, red readout; Potency, µM (top dose mostly 61.6 µM), for the others: at the top dose activity, negative = inhibition, most hits filed as inhibitors; Gai1:RGS12 GoLoco peptide FP, rhodamine, 10 min; 230,000 compounds, 0.44% hits; AID 880; P63096; active = well fitted inhibition curve with a large enough effect, not every such curve was filed as active; inactive = no such curve, though single readings can be large or run the other way; also: nearly all actives have a fitted effect of over 30% in size; many of its hits are not listed in these tables
Target sequence (P63096 whole entry, looked up): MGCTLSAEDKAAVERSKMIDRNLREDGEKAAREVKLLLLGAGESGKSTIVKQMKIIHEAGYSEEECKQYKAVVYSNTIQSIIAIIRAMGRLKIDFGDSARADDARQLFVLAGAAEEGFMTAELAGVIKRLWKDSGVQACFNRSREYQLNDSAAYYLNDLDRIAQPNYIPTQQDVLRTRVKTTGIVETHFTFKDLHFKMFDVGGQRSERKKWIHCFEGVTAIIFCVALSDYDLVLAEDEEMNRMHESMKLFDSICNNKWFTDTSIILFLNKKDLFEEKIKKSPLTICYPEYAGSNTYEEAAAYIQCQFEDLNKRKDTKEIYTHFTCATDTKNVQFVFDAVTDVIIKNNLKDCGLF
RECQ1 helicase = RECQ1 (human) helicase inhibition; P46063; RECQ1 DNA unwinding, red fluorescence kinetic read; Potency, µM (titrated, usually from 57.3 µM), for the others: at the top dose activity, negative = inhibition, usual class: inhibitors; 240,000 compounds, 0.54% hits; AID 2549;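 also: plate controls were vehicle for no effect and no enzyme for full effect; nearly all actives have a fitted effect of over 30% in size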
Target sequence (P46063 whole entry, looked up): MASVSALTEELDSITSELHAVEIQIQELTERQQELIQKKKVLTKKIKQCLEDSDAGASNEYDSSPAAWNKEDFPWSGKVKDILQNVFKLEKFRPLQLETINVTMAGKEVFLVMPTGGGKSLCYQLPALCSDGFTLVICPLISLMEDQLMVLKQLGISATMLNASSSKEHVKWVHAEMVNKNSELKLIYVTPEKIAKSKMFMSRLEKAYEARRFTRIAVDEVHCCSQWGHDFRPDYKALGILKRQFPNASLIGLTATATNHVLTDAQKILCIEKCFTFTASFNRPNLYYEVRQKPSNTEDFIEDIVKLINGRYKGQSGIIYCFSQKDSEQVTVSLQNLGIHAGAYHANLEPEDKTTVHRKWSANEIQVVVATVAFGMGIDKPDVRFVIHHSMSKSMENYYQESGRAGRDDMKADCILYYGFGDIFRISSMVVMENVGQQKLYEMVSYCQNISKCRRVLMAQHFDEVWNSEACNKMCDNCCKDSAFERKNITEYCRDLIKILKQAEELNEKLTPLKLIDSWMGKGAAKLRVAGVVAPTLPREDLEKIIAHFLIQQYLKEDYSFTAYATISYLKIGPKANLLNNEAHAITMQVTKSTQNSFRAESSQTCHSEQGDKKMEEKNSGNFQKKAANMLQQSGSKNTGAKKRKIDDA
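50 nM RECQ1T1 preincubated 15 min with compound in Tris pH 8.0 buffer with MgCl2, DTT, Tween-20 and 2.5 ug/ml poly(dI-dC); started with 200 nM TAMRA/BHQ-2 forked duplex and 2 mM ATP. Unwinding read as fluorescence (525/598 nm), two reads 2 h apart.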
L3MBTL1 inh = blocks human L3MBTL1 | Q9Y468 | AlphaScreen L3MBTL1–H3K9me1 peptide binding | Potency, µM (doses to about 57.1 µM), for inactives: at the highest dose activity, negative = inhibition, actives largely listed as inhibitors | 230,000 compounds, 0.66% hits | AID 485360; also: nearly all actives have a fitted effect of over 60% in size
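Displacement of a biotinylated histone H3(1-15) peptide monomethylated at Lys9 (75 nM) from L3MBTL1 (50 nM) was measured by AlphaScreen after a 30 min room-temperature compound incubation; cefsulodin titration served as intraplate control.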
TexasRed fluor = alters Texas Red total fluorescence, flagging assay interference. Potency, µM (doses to about 106 µM), inactives show at the top dose fluorescence change, negative = quenching. TRb/SRC2 Texas Red total fluorescence interference. 280,000 compounds, 0.29% hits. AID 1479; active = well fitted curve in either direction with a large enough effect; inconclusive = small, poorly fitted or top-dose-only effect
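Human TRβ ligand-binding domain (0.6 uM) and Texas Red SRC2 peptide (20 nM) in Tris buffer with 1 uM T3 and 5% DMSO were incubated with pinned compound for 5 hr at ambient temperature. Total fluorescence was computed as S + 2P (555/632 nm).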
Tau ThT inhib = blocks human tau fibril formation measured by thioflavin T | P10636 | recombinant tau K18 P301L, heparin-induced fibrillization, ThT fluorescence | 270,000 compounds, 2.1% hits | Potency, µM (doses to about 57.4 µM), without a hit: at the top dose activity, negative = inhibition, most hits filed as inhibitors; also: nearly all actives have a fitted effect of over 55% in size
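ThT emission at 510 nm, taken 1 hr after adding 30 uM dye, quantifies aggregates formed when 20 uM heparin acts on human tau K18 P301L for 6 hr at 37 C.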
TRb-SRC2 inh = TRbeta-SRC2 interaction inhibition; P10828; TRbeta-SRC2 peptide binding, fluorescence polarization; receptor liganded with 1 µM T3; Potency, µM (series often up to 106 µM), inactives show at the top dose activity change, negative = inhibition, most hits filed as inhibitors; 280,000 compounds, 0.065% hits;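 also: plate controls were bound peptide for no effect and peptide without receptor for full effect; nearly all actives have a fitted effect of over 50% in size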
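Human TRb ligand-binding domain (0.6 uM) is mixed with 20 nM Texas Red SRC2 peptide and 1 uM T3; after compound addition and 5 hr at ambient temperature, polarization is measured and normalized to unbound and bound controls.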
Numbers without * were called inactive; i = inactive; ? = inconclusive; · = no result given; & = joins results of further samples; [ ] = remark or other dose. Unless noted, calls follow the shape of the dose curve; as a rule, active = well fitted curve in the direction sought with a large enough effect; inconclusive = small, poorly fitted or top-dose-only effect, or another doubt; inactive = no such curve, though single readings can be large; an effect the other way counts as inactive or inconclusive. Unless noted, % is scaled to controls: 0 for no effect and ±100 for the full control effect; potency is read from the fitted curve at half-maximal effect.

Start of the listing, in advance:
SMILES	JMJD2E inh	Tau fibril FP	GoLoco inh red	RECQ1 helicase	L3MBTL1 inh	TexasRed fluor	Tau ThT inhib	TRb-SRC2 inh
COc1ccc(OC)c(S(=O)(=O)Nc2cccc(F)c2)c1	-1.8%	-1.9%	-17.5%	-9.7%	·	2.8%	7.9%	-1.0%
CCNC(=O)NC(=O)C(C)Sc1ccc2c(c1)OCCO2 (stereo unspecified)	1.8%	-2.7%	-0.6%	i	·	1.6%	-9.3%	-2.2%

Main list, previewed entries included:
SMILES	JMJD2E inh	Tau fibril FP	GoLoco inh red	RECQ1 helicase	L3MBTL1 inh	TexasRed fluor	Tau ThT inhib	TRb-SRC2 inh
COc1ccc(OC)c(S(=O)(=O)Nc2cccc(F)c2)c1	-1.8%	-1.9%	-17.5%	-9.7%	·	2.8%	7.9%	-1.0%
CCNC(=O)NC(=O)C(C)Sc1ccc2c(c1)OCCO2 (stereo unspecified)	1.8%	-2.7%	-0.6%	i	·	1.6%	-9.3%	-2.2%
CCC(=O)Nc1nnc(S(=O)(=O)N2CCc3ccccc32)s1	·	-9.5%	·	·	6.2%	?	17.8µM*	4.7%
COc1ccccc1CC(=O)NCCc1ccc(S(N)(=O)=O)cc1	4.7%	9.6%	-2.3%	-6.7%	8.9%	-1.7%	-10.1%	-4.5%
CC(=O)Nc1ccccc1C(F)(F)F	0.4%	-6.4%	-96.7%	i	1.2%	0.5%	-3.7%	-4.5%
O=C(CSc1n[nH]c(-c2ccccc2Cl)n1)NCc1ccc(F)cc1	·	-11.7%	·	·	·	-1.5%	-9.9%	-8.3%
COc1ccc(-c2nnc(SCC(=O)Nc3cccc(C(F)(F)F)c3)s2)cc1	·	-13.5%	·	·	·	0.7%	?	-2.8%
O=C(O)CCN1C(=O)c2ccc(NC(=O)CSCc3ccccc3)cc2C1=O	1.0%	6.0%	7.2%	-5.1%	4.8%	1.3%	-7.0%	-3.0%
O=C(CC(=O)Nc1ccccn1)Nc1ccccn1	-28.5%	-6.0%	1.7%	-9.9%	1.9%	0.3%	-1.1%	-5.0%
CCC(=O)Nc1ccc(NC(=O)c2cc3ccccc3o2)cc1	?	6.1%	-9.4%	-2.0%	2.9%	0.1%	?	10.1%
CC(NC(=O)CCc1nnc(C2CCCCC2)o1)c1ccc(F)cc1 (stereo unspecified)	-3.9%	-6.1%	5.3%	i	5.5%	-2.3%	0.5%	3.4%
CCCS(=O)(=O)N1CCC(C(=O)NCCCN2CCC(Cc3ccccc3)CC2)CC1	-1.6%	-5.8%	-2.3%	i	·	-3.0%	-8.9%	-7.0%
Cc1cc(NC(=O)CSc2ccccc2)no1	-0.7%	1.3%	0.4%	-1.9%	4.5%	0.3%	-0.1%	1.9%
Cc1ccc(C)c(NC(=S)N(CCc2nc3cc(C)c(C)cc3[nH]2)Cc2cccnc2)c1	57.2%[activator]	-7.5%	0.2%	-5.1%	-0.8%	0.7%	-0.7%	9.0%
O=C(Nc1ccccc1)Nc1ccc2ocnc2c1	5.3%	5.3%	7.8%	-8.3%	7.7%	-1.6%	-2.6%	-4.0%
COc1ccc(N2CS(=O)CC2=O)cc1 (stereo unspecified)	-3.6%	4.8%	6.0%	i	12.9%	-4.7%	8.0%	-3.8%
Cc1cc(NS(=O)(=O)c2ccc(NC(=O)CSc3nc4sc(C(=O)O)c(C)c4c(=O)[nH]3)cc2)no1	-28.1%	-8.4%	5.3%	3.3%	·	-5.9%	-4.3%	-12.3%
CS(=O)(=O)N1CCN(c2nnc(-c3ccccc3)c3ccccc23)CC1	-2.6%	3.4%	-3.3%	-5.0%	-1.9%	-2.0%	3.5%	-7.7%
CN1CCN(C(=S)NC(=O)c2ccco2)CC1	20.9%	3.4%	3.4%	i	-3.4%	-6.6%	10.1%	-2.3%
Cc1ccc(C)c(N2CCN(CCCNC(=O)c3cnn(-c4ccccc4)c3C3CCN(C(=O)OC(C)(C)C)CC3)CC2)c1	·	-4.0%	·	·	·	?	?	-5.5%
CCOc1cc(/C=C2\SC(=N)N(c3nccs3)C2=O)ccc1OCCN1CCOCC1	3.1%	5.1%	7.5%	i	9.9%	-16.3%	?	9.4%
O=C(CC1Sc2ccccc2NC1=O)NCc1ccc(Cl)cc1 (stereo unspecified)	-2.8%	-2.8%	-14.0%	0.0%	24.5%	1.0%	1.0%	2.4%
COCCNC(=S)Nc1ccccn1	3.8%	-0.7%	17.5%	14.7%	4.6%	1.1%	-5.2%	-5.8%
CC(=O)Nc1cccc(NC(=O)c2c(-c3ccccc3Cl)noc2C)c1	6.0%	4.2%	9.5%	i	·	1.8%	-4.8%	-3.4%
c1ccc2c(c1)nc(CN1CCOCC1)n1c3ccccc3nc21	?	-2.0%	-1.3%	i	·	0.3%	0.1%	-1.4%
Cc1cc2cc(CNC(=O)c3cccs3)ccc2n1C	2.3%	8.4%	1.2%	3.0%	-18.1%	-1.9%	15.7%	4.0%
Cn1nnc2c(NCc3ccccc3)ncnc21	·	-5.7%	·	·	·	-0.9%	-6.5%	3.0%
Cc1cc2cc(C)c3nnc(SCC(=O)NCc4ccco4)n3c2cc1C	-11.1%	-8.4%	1.4%	-3.2%	-2.8%	1.3%	?	2.5%
COc1cc(NC(=O)c2nccnc2N)cc(C(=O)Nc2cccc(C(F)(F)F)c2)c1	194.2%[activator]	?	6.7%	i	·	-3.4%	2.2%	-7.5%
O=C(CSc1nc(-c2ccc(F)cc2)cc(C(F)(F)F)n1)NCCc1ccccc1	·	-6.9%	·	·	·	-8.9%	-4.7%	0.9%
O=c1[nH]c(SCc2ccc(Cl)cc2)nc2ccsc12	-19.6%	-0.8%	-4.0%	-4.0%	?	-5.8%	1.3%	-2.1%
CCOC(=O)c1sc2ccccc2c1S(=O)(=O)NCc1ccccc1OC	·	-3.1%	·	·	·	-5.4%	-11.1%	1.0%
C/C(=N\Nc1nc2ccc(Cl)cc2o1)c1ccccc1	-1.8%	5.3%	4.3%	i	-5.4%	-2.3%	?	2.5%
O=C(Cc1nc2ccccc2s1)c1ccc(O)cc1O	?	5.5%	-10.6%	0.4%	-12.5%	1.1%	?	3.2%
COc1ccc(-c2cnc3nc(/N=C/N(C)C)nn3c2/N=C/N(C)C)cc1	-25.6%	-3.1%	9.9%	-0.3%	7.7%	-1.4%	2.8%	2.1%
CCCCCc1cc(=O)oc2c(C(CCN3CCN(c4ccccc4)CC3)c3ccc4c(c3)OCO4)c(OC)cc(OC)c12 (stereo unspecified)	?	5.5%	3.7%	-6.1%	·	-3.0%	-14.0%	-5.9%
CCC(=O)N1CCc2cc(Br)cc(S(=O)(=O)N3CCCC(C(=O)N(C)c4ccc(Br)cc4)C3)c21 (stereo unspecified)	·	14.0%	·	·	·	178µM*[quencher]	-10.6%	-4.3%
COCCNC(=O)CSc1nc2cc(OC)c(OC)cc2c(=O)n1Cc1ccc(OC)cc1	10.5%	-7.5%	10.3%	-5.3%	10.9%	-2.9%	3.9%	-9.5%
CC1=C(C(=O)Nc2ccccc2)C(c2ccc(C)o2)n2ncnc2N1 (stereo unspecified)	-1.8%	1.6%	-10.0%	-5.3%	0.9%	-0.4%	0.1%	0.1%
COc1ccc(N(C)S(=O)(=O)c2ccc3c(c2)CCC(=O)N3)cc1	-1.4%	-12.6%	15.2%	-3.3%	4.2%	0.1%	-15.5%	-8.3%
CCOC(=O)c1c(NC(=O)c2ccco2)sc2c1CCCC2	?	1.7%	7.2%	i	-0.1%	-1.4%	-6.6%	3.2%
CCN(c1ccccc1)S(=O)(=O)c1ccc(Oc2ccc(-n3ccnc3)cc2)nc1	?	-4.4%	3.2%	-15.4%	-87.4%	-1.6%	-4.9%	-15.4%
CN1CCN(C(=O)C23CC4CC(C2)CC(c2ccccc2)(C4)C3)CC1	-13.1%	-9.6%	1.3%	i	-12.0%	-2.9%	-4.1%	-4.9%
O=C(CSc1nc(-c2ccc(F)cc2)cc(C(F)(F)F)n1)NCc1ccco1	2.3%	?	3.1%	2.5%	-7.0%	-0.2%	-6.2%	3.0%
c1ccc(-c2nnc(CSc3nc4ccccc4[nH]3)o2)cc1	6.8%	-8.0%	-6.3%	-10.8%	-4.1%	1.6%	-0.2%	0.8%
Cc1cc(NC(=O)CN2C(=O)C(C)(C)c3ccccc32)ccc1Br	·	-17.4%	·	·	·	-1.3%	5.5%	-3.1%
O=C(Nc1cccc(F)c1)c1ccc2c(c1)OCO2	6.4%	5.8%	-4.2%	-3.0%	17.1%	-1.4%	-4.4%	-4.9%
Cc1ccc(NC(=O)Nc2ccccc2C(=O)NCc2ccccc2)cc1	?	-7.6%	6.3%	i	·	-1.4%	-5.8%	-5.0%
O=C(Cn1ncc2c3ccccc3n(Cc3cccc(Cl)c3)c2c1=O)N1CCCCC1	·	-3.7%	·	·	·	-0.8%	?	-2.4%
Cc1ccc(NC(=O)c2oc3ccc(S(=O)(=O)N4CCOCC4)cc3c2C)c(C)c1	?	-9.6%&-2.4%	-3.3%	-13.9%	·	-1.7%&-0.9%	-4.4%&9.3%	-0.3%&-0.6%

Going on with the list:
SMILES	JMJD2E inh	Tau fibril FP	GoLoco inh red	RECQ1 helicase	L3MBTL1 inh	TexasRed fluor	Tau ThT inhib	TRb-SRC2 inh
CCC(=O)N1c2ccc(S(=O)(=O)NCCc3ccccc3)cc2CC1C (stereo unspecified)	·	0.0%	·	·	·	0.1%	-3.7%	0.7%
COc1ccccc1CNc1nc2nc(C)cc(=O)n2[nH]1	3.7%	-0.9%	-11.9%	-3.0%	-0.4%[11.4 µM]	1.2%	-10.7%	0.0%
COC(=O)c1ccc(NC(=O)CCn2cnnn2)c(C)c1	·	-8.0%	·	·	·	3.1%	-3.5%	-0.4%
CC1(C2CC2)NC(=O)N(CC(=O)Nc2ccccc2-c2ccccc2)C1=O (stereo unspecified)	0.1%	3.4%	7.5%	-0.8%	·	1.9%	-2.7%	3.7%
CCOC(=O)c1cnc2ccc(OCC)cc2c1N1CCN(c2ccccc2OC)CC1	8.8%	2.0%	4.2%	-17.1%	·	-3.1%	?	-9.8%
CCCc1c(C)c(C#N)c2nc3ccccc3n2c1NCCCN1CCOCC1	-17.8%	0.1%	11.2%	-7.7%	-7.5%	-0.7%	-10.4%	0.7%

Assay outcomes from PubChem BioAssay.

Only part of the results is shown. The share of hits here may be higher or lower than overall.
